rCAG RNA binder = binders of r(CAG) RNA repeats, primary screen, biochemical, fluorescence; actives 1.3% (n = 370,000); inhibition, % at 3 µM; r(CAG) RNA repeat, TO-PRO-1 dye displacement fluorescence;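 active means inhibition above the plate cutoff, the mean of all test compounds on that plate plus 3 SD, cut at about 35% in these data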;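 further: 0% = DMSO alone and 100% = 100 µM mitoxantrone as full dye displacement; higher means more dye released from RNA so lower well fluorescence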
TDP2 absorb = human TDP2 enzyme inhibitors, primary screen, biochemical, epi absorbance, recombinant enzyme. Tyrosyl-DNA phosphodiesterase 2 (Homo sapiens), O95551. T5PNP hydrolysis, p-nitrophenol absorbance 415 nm. inhibition, % at 12.8 µM. actives 0.34% (n = 370,000). AID 720702, 2013;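 active means inhibition above the mean of all tested compounds plus 3 SD, set per campaign, cut at about 25% in these data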;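 further: 0% = DMSO with enzyme and 100% = buffer with substrate but no TDP2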
Target sequence (O95551 whole entry, looked up): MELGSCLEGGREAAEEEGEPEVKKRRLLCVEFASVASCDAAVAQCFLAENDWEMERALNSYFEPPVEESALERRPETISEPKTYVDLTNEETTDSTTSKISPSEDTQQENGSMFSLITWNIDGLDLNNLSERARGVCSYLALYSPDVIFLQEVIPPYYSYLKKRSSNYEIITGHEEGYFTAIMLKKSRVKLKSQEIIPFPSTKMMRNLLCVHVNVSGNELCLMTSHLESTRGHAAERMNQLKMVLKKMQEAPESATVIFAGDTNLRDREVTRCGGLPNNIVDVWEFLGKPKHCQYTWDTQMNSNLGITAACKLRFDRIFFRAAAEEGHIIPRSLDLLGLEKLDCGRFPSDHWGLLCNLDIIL
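Assay system: recombinant human TDP2 / Reagent: T5PNP substrate at 5 mM, a TopII-DNA adduct mimic / Measured by: epi absorbance from released p-nitrophenol / Evaluation: % inhibition relative to enzyme-containing and enzyme-free wells / Control set: enzyme-free and DMSO wells / Replicates: each compound tested once, singlicate / Schedule: enzyme reaction with compound for 2 h at 37 °C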
TCR CD3 inh = inhibitors of human TCR-CD3 interaction, primary screen, biochemical, fluorescence, TAMRA-labeled TCR probe; T-cell receptor (TCR); inhibition, % at 9.4 µM; actives 0.37% (n = 360,000); AID 651800, 2012; in the data active means inhibition above about 19%;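 further: recombinant mutant TCR 2C K166C tagged with TAMRA read by polarization; 0% = receptor in buffer alone and 100% = receptor with positive control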
LEDGF integ inh = blockers of LEDGF/p75-dependent integrase strand transfer – biochemical, TR-FRET, high throughput, primary screen | HIV-1 integrase (with human LEDGF/p75) | TR-FRET IN-LEDGF/p75 DNA integration, Eu/Cy5 | inhibition, % at 3.7 µM | actives 0.64% (n = 370,000) | AID 743269, 2014;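 active means inhibition above the screen-wide mean plus 3 SD, cut at about 13% in these data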;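 further: signal is the Cy5 over europium emission ratio at 671 and 618 nm; 0% = plate median of compound wells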
NR1D1 modulator = modulators of Rev-erb alpha DNA binding, primary screen, biochemical, FITC-DNA, fluorescence polarization, uHTS. actives 0.79% (n = 370,000). Rev-erbα–FITC-DNA binding, 90 min. AID 1259318, 2017. activity, % at 10 µM. Nuclear receptor subfamily 1 group D member 1 (Homo sapiens), P20393;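 active means activity above about 14%, limit read from the data; passing the limit was not always enough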;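 further: 0% = DMSO wells with 35 nM protein and 100% = DMSO wells with 750 nM protein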
Target sequence (P20393 whole entry, looked up): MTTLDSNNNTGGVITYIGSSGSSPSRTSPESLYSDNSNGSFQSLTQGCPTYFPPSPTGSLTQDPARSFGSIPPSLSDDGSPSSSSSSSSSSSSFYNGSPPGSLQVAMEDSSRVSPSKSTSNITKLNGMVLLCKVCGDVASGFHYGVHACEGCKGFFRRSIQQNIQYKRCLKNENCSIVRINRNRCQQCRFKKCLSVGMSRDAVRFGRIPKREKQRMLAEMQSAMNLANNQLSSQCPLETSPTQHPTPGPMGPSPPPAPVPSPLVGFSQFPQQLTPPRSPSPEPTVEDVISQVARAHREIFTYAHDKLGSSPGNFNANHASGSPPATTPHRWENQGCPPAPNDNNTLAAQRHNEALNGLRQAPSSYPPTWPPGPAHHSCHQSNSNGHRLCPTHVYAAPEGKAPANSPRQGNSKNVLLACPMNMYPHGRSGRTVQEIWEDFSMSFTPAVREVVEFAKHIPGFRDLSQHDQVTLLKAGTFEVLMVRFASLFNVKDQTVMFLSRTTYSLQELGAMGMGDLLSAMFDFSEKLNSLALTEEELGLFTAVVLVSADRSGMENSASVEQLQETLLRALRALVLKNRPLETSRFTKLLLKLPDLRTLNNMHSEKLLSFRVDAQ
SIAE primary = human SIAE inhibitors, primary screen, biochemical, fluorescence polarization, FP-Rh probe, 1536-well HTS. AID 1053197, 2014. SIAE FP-Rh probe binding. inhibition, % at 9.66 µM. Sialate O-acetylesterase (Homo sapiens), Q9HAT2. actives 0.69% (n = 370,000);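 active means inhibition above a cutoff: mean of compounds within the control limits plus 3 SD of those, cut at about 17% in these data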;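 further: 0% = plate median of compound wells and 100% = probe without SIAE protein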
HTRA1 inh = HTRA1 serine protease inhibitors, primary screen, biochemical, fluorescence polarization, HTS; AID 504803, 2011; actives 0.5% (n = 340,000); inhibition, % at 5.96 µM; recombinant HTRA1, FP-rhodamine activity-based probe; in the data active means inhibition above about 36%;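 further: 0% = enzyme with DMSO and 100% = wells lacking enzyme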
PG9 binder = binders of HIV-1 gp120 antibody PG9, primary screen, biochemical, TR-FRET; inhibition, % at 6.7 µM; TR-FRET gp120-PG9 antibody binding; HIV-1 gp120 / PG9 antibody interaction; actives 0.43% (n = 360,000); in the data active means inhibition above about 8.5%
PRMT1 inh = PRMT1 methyltransferase inhibitors, primary screen, biochemical, fluorescence polarization; Protein arginine N-methyltransferase 1 (Homo sapiens), Q99873; recombinant PRMT1, activity-based probe fluorescence polarization; inhibition, % at 2.79 µM; actives 1.3% (n = 370,000); AID 652257, 2013;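 active means inhibition above about 21% made by adding two undisclosed values, limit read from the data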
ABHD4 inh = ABHD4 inhibitors, primary screen, biochemical, fluorescence polarization, mouse; (Lyso)-N-acylphosphatidylethanolamine lipase (Mus musculus), Q8VD66; purified mABHD4, FP-Rh probe fluorescence polarization; inhibition, % at 8.92 µM; actives 0.54% (n = 370,000);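 active means inhibition exceeding the mean over every tested compound plus 3 SD, cut at about 30% in these data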;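 further: 0% = plate median of compound wells and 100% = S159A mutant with DMSO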
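Material: mouse ABHD4 enzyme, wild type; Benchmarks: S159A mutant high control, sample median low control; Buffer or medium: HEPES pH 7.0, NaCl, Pluronic buffer; Signal: fluorescence polarization; Read-out: percent inhibition of probe binding, normalized to plate controls; Timing: pre-incubation 45 min, probe exposure 60 min, at 25 °C; Dosing: 8.92 µM, single dose.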
* marks the source's active call; other numbers are inactive results; · = not tested or not shown. This is a subset. The share of hits here may be higher or lower than overall.

SMILES	rCAG RNA binder	TDP2 absorb	TCR CD3 inh	LEDGF integ inh	NR1D1 modulator	SIAE primary	HTRA1 inh	PG9 binder	PRMT1 inh	ABHD4 inh
CCCn1nc(C(=O)NNC(=O)CCOc2ccccc2OCC)c2ccccc2c1=O	-6	-2	9	3	-2	1	-2	0.6	-9	-3
O=C(NNS(=O)(=O)c1ccc(F)cc1)C1CCN(S(=O)(=O)c2ccccc2)CC1	9	-5	-4	-7	2	0	2	-2.4	1	3
COc1ccc(CC(=O)NNC(=O)CCc2ccccc2)cc1	-3	5	0	1	-1	2	3	0.5	3	1
Cc1ccc(-n2ncc3c(=O)n(Cc4ccccn4)cnc32)cc1C	-3	1	-6	4	3	-5	-4	2.2	4	-10
Cc1nn(-c2ccccc2)c(C)c1C(=O)OC(C)C(=O)NC1CCCCC1 (stereo unspecified)	-2	-3	-7	-5	1	-1	2	-0.1	6	0
COC(=O)C1C(=O)C2=C(CC1C)NC(=O)CC2c1ccc(O)c(OC)c1 (stereo unspecified)	1	-7	-4	2	-1	2	6	-1.0	5	2
COC(=O)C1=C(N)Oc2cc(C)n(Cc3cccnc3)c(=O)c2C1c1ccccc1OC (stereo unspecified)	1	-1	-1	0	1	-1	0	0.1	0	0
O=C(CCc1c[nH]c2ccccc12)N[C@@H](Cc1c[nH]c2ccc(O)cc12)C(=O)O	5	-4	4	1	5	6	1	-3.3	-1	6
Cn1c(Cn2c(=O)sc3ccccc32)nnc1SCC(=O)NCc1ccccc1	0	-1	-2	-3	-1	0	1	-0.6	4	4
COC(=O)C[C@H]1c2cc(F)ccc2S(=O)(=O)N1C(C)C	2	6	10	0	-4	-3	4	-0.7	-1	5
O=C(CN1C(=O)NC2(CCc3ccccc32)C1=O)Nc1c(Cl)cccc1Cl (stereo unspecified)	2	8	-4	-4	2	3	2	1.9	3	3
Cc1cc(C(=O)NNc2ccc(C(C)C)cc2)n(C(C)(C)C)n1	-1	-3	4	-2	5	-1	2	-2.7	2	2
NC(=O)COC(=O)CCSc1ccc(Cl)cc1	-1	1	-1	-5	5	8	7	0.9	-3	-2
CN(C)c1ccc(NC(=S)N2CCN(c3ncc(C(F)(F)F)cc3Cl)CC2)cc1	3	7	5	1	5	-1	5	-1.6	1	-27
Cc1cccc(OCCCC(=O)Nc2ccc(N(C)C)cc2)c1	-2	-2	-2	-4	-4	2	6	-1.5	-1	3
CCSc1nc(N)c2c(C)c(C)sc2n1	-1	4	2	3	15	10	4	2.0	-4	1
CC(C)(C)Nc1nc(NC(C)(C)C)nc(-n2ccnc2)n1	-9	16	3	0	7	9	-12	-0.3	-1	0
O=C(COc1ccccc1)c1cn(CC(=O)N2CCOCC2)c2ccccc12	6	-8	-5	1	-2	-8	4	2.1	-3	-10
COc1ccc(S(=O)(=O)NCC(=O)N(CC(=O)NCc2ccco2)Cc2ccccc2)cc1	-4	-4	0	2	1	-8	10	-1.8	-6	5
Cc1cc(C)nc(N2CCC(C(=O)O)CC2)n1	1	-3	7	0	-3	7	0	-0.2	1	8
COC(=O)C(Cc1ccccc1)NC(=O)CSc1nc(N)cc(=O)[nH]1 (stereo unspecified)	1	8	7	-2	2	0	4	-0.5	-2	-1
COc1cc(NC(=S)N2CCN(S(=O)(=O)c3ccc(F)cc3)CC2)cc(OC)c1	5	2	1	1	3	5	-6	1.8	-3	4
S=c1[nH]nc(-c2ccc(Cl)cc2)n1Cc1ccccc1	7	3	1	-1	2	6	-8	3.6	9	-5
C[C@@H]1CN([C@H](C)CO)C(=O)CCCn2cc(nn2)CO[C@H]1CN(C)S(=O)(=O)c1cn(C)cn1	2	0	0	-2	-1	-5	·	-0.3	-5	0
CCCCC(C(=O)N/N=C/c1ccccn1)C(=O)N/N=C/c1ccccn1	-5	-15	-7	-1	-4	4	-1	-1.7	-6	-5

More records follow:
SMILES	rCAG RNA binder	TDP2 absorb	TCR CD3 inh	LEDGF integ inh	NR1D1 modulator	SIAE primary	HTRA1 inh	PG9 binder	PRMT1 inh	ABHD4 inh
CCN1CCN(C(=O)c2ccc3c(Cl)c4c(nc3c2)CCCC4)CC1	-6	0	6	1	-6	-4	-2	-0.6	-1	3
CCSc1nnc(NC(=O)NC(CC)(C(F)(F)F)C(F)(F)F)s1	2	-5	-1	0	-5	-4	-4	1.3	3	-29
COc1cccc(-n2c(N)c(-c3nc4ccccc4[nH]3)sc2=S)c1	6	-9	-4	0	-1	3	6	0.3	-1	16
Cc1cc(Br)c2c(c1)C1(OCCO1)C(=O)N2	-1	-3	7	-4	-1	-2	4	-2.3	1	3
Cc1c(C(=O)Nc2ccccc2)cn2c(nc3ccccc32)c1C#N	4	-2	-2	-4	4	-14	5	0.6	3	4
O=C1CSc2ccc(C(=O)N3CCCC(C(=O)N4CCOCC4)C3)cc2N1 (stereo unspecified)	2	4	·	-3	-2	1	·	·	0	3
COc1ccc(N(CC(=O)Nc2cccnc2)S(=O)(=O)c2ccc(C)cc2)cc1Cl	3	9	1	3	-2	-1	-17	-0.3	0	-3
O=P(O)(CCc1ccncc1)CN1CCCCC1	-1	4	3	0	1	9	-5	-0.9	-3	2
Cc1noc(C)c1NC(=O)Nc1ccc2c(c1)C(=O)N([C@H](C)CO)C[C@H](C)[C@@H](CN(C)S(=O)(=O)c1ccc(Cl)cc1)OCCCC[C@@H](C)O2	11	4	0	1	5	6	-5	-2.1	4	2
CCOC(=O)C1(Cc2ccc(OC)cc2)CCN(C(=O)C2=CCCC2)CC1	-14	2	3	0	9	1	-14	-1.3	-4	0
Cc1ccc(S(=O)(=O)/N=C2/C=C(C3C(=O)CC(C)(C)CC3=O)C(=O)c3ccccc32)cc1	17	51*	0	40*	4	5	-5	-5.0	16	15
[O-][n+]1onc2c3ccnnc3ccc21	-2	1	1	-2	0	3	-3	-1.7	-2	4
CCOc1cc(C)nc(N2CCC(C(=O)NC3CC3)CC2)n1	3	7	1	-1	2	2	6	0.6	2	4
O=C(CNc1ccccc1Cl)Nc1cc(S(=O)(=O)N2CCOCC2)ccc1Cl	2	1	6	-1	1	1	-4	-0.2	6	4
COn1c2c(c3c4no[n+]([O-])c4ccc31)CCCC2	0	-1	1	1	-4	1	-4	-2.5	2	3
CCC(=O)Nc1ccc(NC(=O)c2c(C)nc3ccccn23)cc1	4	-16	-5	6	3	10	1	-0.4	-1	1
COc1ccc(C2NC(=O)NC(O)(C(F)(F)F)C2C(=O)c2ccccc2)cc1OC (stereo unspecified)	-2	-3	-4	5	1	2	2	-0.1	-1	3
Cc1ccccc1CSCCNC(=O)CN(c1ccc2c(c1)OCO2)S(C)(=O)=O	-3	7	6	-1	6	9	-10	-0.7	-3	0
Cc1nn(-c2ccccc2)cc1/C=N/NC(=O)c1cccs1	-2	-4	4	0	-2	0	-2	0.8	3	2
C#CCN1C(=O)C(O)(CC(=O)c2ccc(OC)c(OC)c2)c2ccccc21 (stereo unspecified)	-2	8	-4	-2	7	9	-1	-0.3	2	-2
O=C(NCC1CCCO1)c1coc2nc3ccccc3nc12 (stereo unspecified)	3	-2	-11	1	8	-8	3	0.9	1	-9
COc1ccc(-n2nc3c(c2NC(=O)C2CC2)CS(=O)C3)cc1 (stereo unspecified)	-1	10	2	-2	0	4	3	1.2	0	0
CCCS(=O)(=O)NC(=O)C1(C)CCCN(C(=O)c2cc(F)cc(F)c2)C1 (stereo unspecified)	1	6	-1	-1	-3	7	·	-3.9	-2	2
C[C@H](NC(=O)c1ccccc1Cl)C(=O)OCc1cn2cc(Cl)ccc2n1	-5	-5	-6	-1	5	7	-4	0.1	1	-5
O=C(COC(=O)c1ccc([N+](=O)[O-])o1)NCc1ccc2c(c1)OCO2	2	10	0	-2	5	6	19	-1.6	10	7

Entries from the list above with two or more sulfur atoms:
SMILES	rCAG RNA binder	TDP2 absorb	TCR CD3 inh	LEDGF integ inh	NR1D1 modulator	SIAE primary	HTRA1 inh	PG9 binder	PRMT1 inh	ABHD4 inh
O=C(NNS(=O)(=O)c1ccc(F)cc1)C1CCN(S(=O)(=O)c2ccccc2)CC1	9	-5	-4	-7	2	0	2	-2.4	1	3
Cn1c(Cn2c(=O)sc3ccccc32)nnc1SCC(=O)NCc1ccccc1	0	-1	-2	-3	-1	0	1	-0.6	4	4
CCSc1nc(N)c2c(C)c(C)sc2n1	-1	4	2	3	15	10	4	2.0	-4	1
COc1cc(NC(=S)N2CCN(S(=O)(=O)c3ccc(F)cc3)CC2)cc(OC)c1	5	2	1	1	3	5	-6	1.8	-3	4
CCSc1nnc(NC(=O)NC(CC)(C(F)(F)F)C(F)(F)F)s1	2	-5	-1	0	-5	-4	-4	1.3	3	-29
COc1cccc(-n2c(N)c(-c3nc4ccccc4[nH]3)sc2=S)c1	6	-9	-4	0	-1	3	6	0.3	-1	16
Cc1ccccc1CSCCNC(=O)CN(c1ccc2c(c1)OCO2)S(C)(=O)=O	-3	7	6	-1	6	9	-10	-0.7	-3	0

One compound at a time, from the list above. Order of screens: rCAG RNA binder, TDP2 absorb, TCR CD3 inh, LEDGF integ inh, NR1D1 modulator, SIAE primary, HTRA1 inh, PG9 binder, PRMT1 inh, ABHD4 inh
`COc1ccc(-n2nc3c(c2NC(=O)C2CC2)CS(=O)C3)cc1` (stereo unspecified) in the list: -1, 10, 2, -2, 0, 4, 3, 1.2, 0, 0
`CCCS(=O)(=O)NC(=O)C1(C)CCCN(C(=O)c2cc(F)cc(F)c2)C1` (stereo unspecified) in the list: 1, 6, -1, -1, -3, 7, ·, -3.9, -2, 2
